# TDP1 cell CPT = growth inhibition of DT40 Tdp1-/-;hTDP1 cells with camptothecin (screen for TDP1 inhibitors); Potency, µM (doses to about 46.2 µM), for inactives: at the top dose activity change, negative = growth inhibition, actives largely listed as inhibitors; AID 686979; chicken DT40 Tdp1-/-;hTDP1 cells + 20 nM CPT, ATP luminescence, 48 h; 420,000 tested, 12% active; further: nearly all actives have a fitted effect of over 55% in size
#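 Chicken DT40 Tdp1-/- cells complemented with human TDP1, 400 cells/well, exposed to compounds plus 20 nM camptothecin for at least 48 h at 37 C; viability read as ATP content by CellTiter-Glo luminescence.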
# TDP1 inh = inhibitors of human tyrosyl-DNA phosphodiesterase TDP1 | Q9NUW8 | recombinant TDP1, AlphaScreen DNA substrate cleavage | Potency, µM (top dose mostly 130 µM), for inactives: at the highest dose activity change, negative = inhibition, hits mostly inhibitors | 350,000 tested, 0.28% active | AID 485290; further: nearly all actives have a fitted effect of over 40% in size
# Target sequence (Q9NUW8 whole entry, looked up): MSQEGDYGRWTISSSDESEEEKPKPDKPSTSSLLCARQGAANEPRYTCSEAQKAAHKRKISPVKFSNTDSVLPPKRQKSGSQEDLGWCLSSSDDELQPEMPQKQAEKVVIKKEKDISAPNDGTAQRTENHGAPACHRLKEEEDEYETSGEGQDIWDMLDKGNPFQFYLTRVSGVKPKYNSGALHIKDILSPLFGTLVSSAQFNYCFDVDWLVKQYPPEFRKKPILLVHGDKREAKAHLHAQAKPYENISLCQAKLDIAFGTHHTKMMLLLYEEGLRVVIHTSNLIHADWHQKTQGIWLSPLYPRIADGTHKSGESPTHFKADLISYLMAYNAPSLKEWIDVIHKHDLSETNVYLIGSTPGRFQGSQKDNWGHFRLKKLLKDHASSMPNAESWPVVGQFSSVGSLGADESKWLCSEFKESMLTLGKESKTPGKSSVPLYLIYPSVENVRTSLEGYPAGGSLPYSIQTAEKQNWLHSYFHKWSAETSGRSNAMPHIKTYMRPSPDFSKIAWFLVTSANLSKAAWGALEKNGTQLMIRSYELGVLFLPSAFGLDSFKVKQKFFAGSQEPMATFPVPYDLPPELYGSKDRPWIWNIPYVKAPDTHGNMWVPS
#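 E. coli-derived human Tdp1, 1 nM final. Cpd preinc 15 min RT; substrate 15 nM final, 5 min RT; AS bead mix 10 ug/ml final, 10 min RT. Signal loss = tyrosine-FITC cleavage. No-enzyme wells = max signal.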
# TDP1 cell noCPT = qHTS for Inhibitors of human tyrosyl-DNA phosphodiesterase 1 (TDP1): qHTS in cells in absence of CPT; DT40 Tdp1-/- hTDP1 cells, no CPT, ATP luminescence, 48 h; Potency, µM (doses to about 46.2 µM), for the others: top-dose activity change, negative = growth inhibition, usual class: inhibitors; 420,000 tested, 15% active; further: nearly all actives have a fitted effect of over 55% in size
#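 Readout: luminescence from CellTiter-Glo after 30 min in the dark at RT. Cells: DT40 Tdp1-/- with stable hTDP1, 400/well. Exposure: compounds alone, ≥48 hr, 37 °C.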
# An asterisk follows results filed as active; ? = inconclusive; . = not tested or not shown; & = joins results of further samples; [ ] = dose if it differs, or a comment. The call rests on the fitted dose curve; in most records, active means well fitted curve in the direction sought with a large enough effect; inconclusive means small, poorly fitted or top-dose-only effect, or another doubt; inactive means no such curve, though single readings can be large; an effect the other way counts as inactive or inconclusive. On the % scale 0 is the no-effect control and ±100 the full control effect; potency means the concentration at half of the fitted maximal effect.
SMILES,TDP1 cell CPT,TDP1 inh,TDP1 cell noCPT
O=C(COC(=O)Cc1ccc(Cl)c(Cl)c1)NCCc1ccccc1,-15%,.,-17%
Cc1cn(C)c(CC(=O)N2CCN(c3cccc(Cl)c3)CC2)c1C(=O)O,?,0%,-29%
CCOC(=O)c1cccc(NC(=O)CCc2nnc3ccc(N4CCOCC4)nn23)c1,-3%,8%,-1%
Cc1csc(=O)n1CC(=O)OCc1nnc(-c2ccccc2)o1,-2%,0%,-5%
C=CCC1(CC=C)CCCN1C(=O)C1CCC(=O)N(CCc2ccccc2)C1 (stereo not drawn),9.2µM*,4%,5.8µM*
CCOc1ccc(S(=O)(=O)Nc2ccc(S(=O)(=O)N3CCCCC3)cc2)cc1,-10%,5%,-1%
Cc1ccccc1NC(=O)Cc1c(O)c2ccccc2[nH]c1=O,-15%,0%,?
O=C(NCC1COc2ccccc2O1)c1cccc(S(=O)(=O)N2CCN(c3ccccc3)CC2)c1 (stereo not drawn),18µM*,-9%,21µM*
CCc1ccc(N(C(=O)Cc2cccs2)C(C(=O)NC2CCCCC2)c2cn(C)nc2C)cc1 (stereo not drawn),?,-7%,?
CCOC(=O)CCC(=O)O[C@H]1[C@H](O[C@@H]2[C@@H](C)[C@H](O[C@H]3C[C@@](C)(OC)[C@@H](O)[C@H](C)O3)[C@@H](C)C(=O)O[C@H](CC)[C@@](C)(O)[C@H](O)[C@@H](C)C(=O)[C@H](C)C[C@@]2(C)O)O[C@H](C)C[C@@H]1N(C)C,-26%&-1%,0%,-22%&-13%
Cc1ccc(CN2CC(N3CCN(C4CCN(C)CC4)CC3)CS2(=O)=O)cc1 (stereo not drawn),-1%,.,-1%
S=C(NCc1ccc(Cl)cc1Cl)Nc1ccccc1,?,1%,?
CSCCC(NC(=O)c1ccccc1Cl)C(=O)NCCOc1ccccc1 (stereo not drawn),?,3%,-16%
CN(c1ccccc1)S(=O)(=O)c1cccc(NC(=O)c2cc(=O)c3ccccc3o2)c1,16µM*,3%,12µM*
CCC(=O)N1c2ccc(S(=O)(=O)N3CCN(c4cc(C)ccc4C)CC3)cc2CC1C (stereo not drawn),?,2%,?
COC(=O)[C@H](CCSC)NC(=O)N1CCN(Cc2ccccc2)CC1,-6%,5%,-19%
CNC(=O)C(=O)Nc1ccc2c(c1)N(S(=O)(=O)c1cccs1)CCC2,?,.,?
COc1ccc(CCNC(=O)c2ccc3c(c2)N(Cc2ccc(F)cc2)CCS3)c(OC)c1,15µM*,5%,13µM*
Fc1ccc2c(c1)C(c1ccncc1)=NNC(c1cccnc1)=N2,-22%,-8%,20%
COC(=O)c1sccc1NC(=O)c1c(Cl)cccc1Cl,-3%,.,?
CCOC(=O)Nc1cccnc1Sc1ccc(Cl)cc1,-23%,.,-26%
CCc1nnc(NC(=O)CSc2nccn2Cc2ccc(C)cc2)s1,-23%,0%,-24%
Cc1cc(C)c(NC(=O)Cn2c(=O)n(CCC(C)C)c(=O)c3cccnc32)c(C)c1,?,4%,?
CN1CCN(c2ccc(NC(=S)NC(=O)c3cccc4ccccc34)cc2)CC1,23µM*,8%,12µM*
COCC(=O)Nc1ccc(S(=O)(=O)NCCc2ccccc2)cc1,-20%,7%,-21%
# Continued.
SMILES,TDP1 cell CPT,TDP1 inh,TDP1 cell noCPT
CCOC(=O)c1c(C)[nH]c(C)c1C(=O)COC(=O)c1nc2nccc(C)n2n1,1%,4%,26%
O=C(CCn1cccc1)Nc1nccs1,-5%,10%,3%
COC(=O)CSc1cccc2c1C(=O)CC2c1ccccc1 (stereo not drawn),6%,.,-6%
Cc1cc(C)n2nc(SCCCC(=O)c3ccc(F)cc3)nc2n1,?,0%,?
CNC(=O)c1c[nH]n2c(=O)c(Cc3ccccc3F)c(C)nc12,-6%,5%,-6%
Cc1ccc(S(=O)(=O)N(C)CC(=O)Nc2cc(C)ccn2)cc1,-2%,.,-19%
COc1ccc(Oc2ncc3nc(C)c(=O)n(CCC#N)c3n2)cc1,8%,.,-30%
Cc1ccc(-c2nc(SCC(=O)NCC3CCCO3)c(-c3ccc(Cl)cc3)[nH]2)cc1 (stereo not drawn),?,-5%,21µM*
Cc1c(C(=O)NCc2ccccc2)sc2nc3n(c(=O)c12)CCCCC3,?,-4%,?
COc1ccc(C(=O)CSc2nnc(C3CCCCC3)n2N)c(OC)c1,?,2%,?
COc1ccccc1S(=O)(=O)Nc1ccc2cn[nH]c2c1,-15%,3%,-13%
Cn1c(=O)c2c(nc(SCC(=O)NCc3ccc4c(c3)OCO4)n2Cc2ccccc2)n(C)c1=O,-19%,1%,?
O=C(CN1CCN(S(=O)(=O)c2ccc(F)cc2)CC1)Nc1ccc(Cl)c(C(F)(F)F)c1,18µM*,10%,9.2µM*
COc1ccc(CNC(=O)[C@H](C)NC(=O)C2CCN(S(=O)(=O)c3ccccc3)CC2)cc1,-15%,3%,-3%
O=C(N/N=C/c1c(Nc2cccc(C(F)(F)F)c2)nc2ccccn2c1=O)c1ccccc1[N+](=O)[O-],-28%,4%,?
O=C(CN(Cc1ccccc1)S(=O)(=O)c1ccc(S(=O)(=O)N2CCOCC2)cc1)Nc1ccccc1,8%,5%,-11%
O=C(NCCc1ccccc1)NC1CCCCC1,1%,0%,-1%
COc1cccc(NC(=O)COC(=O)/C=C/c2c(C)nn(-c3ccccc3)c2C)c1,?,.,?
Nc1nonc1-c1nc2ccccc2n1CC(=O)N/N=C/c1ccc(-c2ccccc2C(=O)O)o1,19%,.,3%
CC(C)=CCn1c2ccc(NC(=O)Nc3ccc(N(C)C)cc3)cc2c(=O)n1C,?,.,18µM*
OC1NC(=S)N(c2ccccc2)C1O (stereo not drawn),3%,.,-1%
O=C(c1ccccc1Cl)N1CCNCC1,4%,2%,0%
CCCCN(C(=O)c1nn(C)c(=O)c2ccccc12)c1c(N)n(CC(C)C)c(=O)[nH]c1=O,-17%,-1%,-8%
Cc1ccc(F)cc1NC(=O)CSc1ncccn1,-8%,-5%,18%
CCCn1cc(S(=O)(=O)c2ccc(OC)cc2)c(=O)c2cc(OCC)ccc21,3%,2%,6%

# An excerpt from above in order of number of heavy atoms, largest number first:
SMILES,TDP1 cell CPT,TDP1 inh,TDP1 cell noCPT
Cc1ccc(-c2nc(SCC(=O)NCC3CCCO3)c(-c3ccc(Cl)cc3)[nH]2)cc1 (stereo not drawn),?,-5%,21µM*
CC(C)=CCn1c2ccc(NC(=O)Nc3ccc(N(C)C)cc3)cc2c(=O)n1C,?,.,18µM*
O=C(CCn1cccc1)Nc1nccs1,-5%,10%,3%

# Other results.
SMILES,TDP1 cell CPT,TDP1 inh,TDP1 cell noCPT
Cc1cc(N2C(=O)C(O)=C(C(=O)c3cc4ccccc4o3)C2c2cccc(Br)c2)no1 (stereo not drawn),?,7%,?
O=C1NC(=O)N(Cc2ccccc2)C1=O,7%,.,2%
COc1ccc(NC(=S)NNC(=S)Nc2cccc(C(F)(F)F)c2)cc1,5.8µM*,10%,6.5µM*
COCCOC(=O)c1c(C)n(C)c2ccc(OC(=O)c3ccco3)cc12,-12%,2%,-21%
CCn1c(SCC(=O)Nc2ccccc2C(=O)OC)nc2ccsc2c1=O,-19%,4%,-29%
CCOc1ccc(CN2CCN(Cc3ccsc3)C(CCO)C2)cc1CO (stereo not drawn),1%,0%,-15%
COc1cc(/C=C2\SC(=O)N(CC(=O)Nc3ccc(C)cc3)C2=O)cc(Cl)c1OCC(=O)O,0%,.,5%
CCOC(=O)c1sc2cc([N+](=O)[O-])cc(SCC(=O)OC)c2c1N,-2%,10%,-29%
COc1ccccc1C1(CCN=Cc2ccc(N(C)C)cc2)CCOC(C)(C)C1 (stereo not drawn),-22%,.,-11%
O=C(COC(=O)Cn1[nH]c(=O)c2ccccc2c1=O)Nc1ncc(Cl)cc1Cl,-2%,-16%,-3%
O=C(NCCCn1ccnc1)C(=O)NCC(c1cccnc1)N1CCN(c2ccccc2)CC1 (stereo not drawn),-7%,5%,-3%
O=C(NCCCN1CCOCC1)C(=O)NCc1ccccc1Cl,-5%,-13%,-4%
Cc1c(NC(=O)c2cccc(NC(=O)C(C)Oc3ccccc3)c2)c(=O)n(-c2ccccc2)n1C (stereo not drawn),?,.,?
Cc1ccccc1CSc1nnnn1-c1ccc(C(N)=O)cc1,6%,.,-24%
CCOc1ccc(C(CC(=O)O)n2cnnn2)cc1OC (stereo not drawn),2%,-6%,-2%
COc1cc(-c2ccc3cc(OC)c(OC)c(OC)c3c2)cc(OC)c1OC,21µM*,.,?
CS(=O)(=O)c1ccc([C@@H](O)[C@@H](COC(=O)CN)NC(=O)C(Cl)Cl)cc1,6.7µM*,.,3.8µM*
O=C(NC(=S)Nc1ccccn1)c1ccc(-c2ccccc2)cc1,21µM*,7%,18µM*
COc1ccc(C(C#N)CC(=O)c2ccc(OC)c(OCc3ccccc3)c2)cc1OC (stereo not drawn),15µM*,.,21µM*
CCC(C)NS(=O)(=O)c1ccc(OCC(=O)NCc2ccco2)cc1 (stereo not drawn),-24%,-11%,-20%
Cc1ccc(/C=C/C(=O)OCC(=O)NCc2cccs2)o1,-1%,1%,-1%
CC(=O)Nc1cc(-c2cccc(NS(C)(=O)=O)c2)cn2c(-c3ccc(F)c(Cl)c3)cnc12,?,.,23µM*
O=c1[nH]c2ccccc2c2nc(-c3cccc(S(=O)(=O)N4CCCC4)c3)nn12,?,.,16µM*
CC(NC(=O)c1ccc2c(c1)sc1nc(-c3ccc(F)cc3)cn12)C12CC3CC(CC(C3)C1)C2 (stereo not drawn),-10%,4%,-7%
Cc1nc(N2CCN(C(=O)c3ccco3)CC2)c2c3c(sc2n1)CCCC3,?,6%,15µM*
# New compounds follow
SMILES,TDP1 cell CPT,TDP1 inh,TDP1 cell noCPT
CC1(C(=O)Nc2ccc(F)cc2F)CCN1C(=O)Cc1ccccc1Cl (stereo not drawn),-6%,.,-20%
C/C(=N\OC(=O)c1ccc(F)cc1)c1ccc(F)c(F)c1,-7%,.,9%
CC(C)(C)c1ccc(C(=O)NCC(=O)N2CCCC2)cc1,14%,8%,-9%
C[C@@H](C(O)c1ccccc1)N(C)C(=O)CCc1ccccc1 (stereo partly drawn),9%,.,-24%
C/C(Cn1ncc(N2CCOCC2)c(Cl)c1=O)=N\O,0%,.,-8%
OCC1CCCN(c2nc3cc4c(cc3cc2CNCc2cccs2)OCO4)C1 (stereo not drawn),4%[9.04 µM],.,?
COc1ccccc1CN1CCC(n2nccc2NC(=O)c2ccccc2Cl)CC1,-25%,4%,6%
COc1ccc(S(=O)(=O)N(C)C[C@H]2OCc3cnnn3CCCC(=O)N([C@H](C)CO)C[C@H]2C)cc1,-23%,.,?
O=c1c(-c2cc(F)cc(F)c2)nc2cncnc2n1Cc1ccc(F)cc1,?,.,?
Cc1nnsc1C(=O)NC1CCCc2c1cnn2-c1cc(F)cc(F)c1 (stereo not drawn),-2%,0%,-15%
CC1CCCN(c2nc3nonc3nc2N2CCCC(C)C2)C1 (stereo not drawn),-16%,5%,-26%
CCCCCOc1ccc(C2c3c(oc4ccccc4c3=O)C(=O)N2c2nc(C)c(C)s2)cc1OCC (stereo not drawn),-18%,2%,-23%
COc1ccc(NC(=O)COC(=O)c2cc([N+](=O)[O-])ccc2N2CCOCC2)cc1,-21%,5%,-1%
CCc1ccc(C(C)NC(=O)/C(C#N)=C\c2cn[nH]c2-c2ccccc2)cc1 (stereo not drawn),?,7%,?
O=C(Cn1cnc2ccccc2c1=O)Nc1nc2ccccc2s1,8%,2%,-9%
COC(C[C@H]1O[C@@H]1[C@H](O)COCc1ccccc1)OC,2%,1%,-9%
COC(=O)CC1Oc2ccccc2N(Cc2ccc(C)cc2)C1=O (stereo not drawn),16µM*,0%,26µM*
COc1ccc(-n2nc(C(=O)NCC(=O)N(C)Cc3ccccc3)c3ccccc3c2=O)c(OC)c1,-6%,2%,?

# Retrieved by structure from above:
SMILES,TDP1 cell CPT,TDP1 inh,TDP1 cell noCPT
Cc1nnsc1C(=O)NC1CCCc2c1cnn2-c1cc(F)cc(F)c1 (stereo not drawn),-2%,0%,-15%
C/C(=N\OC(=O)c1ccc(F)cc1)c1ccc(F)c(F)c1,-7%,.,9%
COC(C[C@H]1O[C@@H]1[C@H](O)COCc1ccccc1)OC,2%,1%,-9%
COc1ccc(NC(=O)COC(=O)c2cc([N+](=O)[O-])ccc2N2CCOCC2)cc1,-21%,5%,-1%
CC1CCCN(c2nc3nonc3nc2N2CCCC(C)C2)C1 (stereo not drawn),-16%,5%,-26%

# Bioassay records as filed in PubChem BioAssay.
